# miR-122 sensor: miR-122 Renilla sensor signal increase in Huh7, primary screen, miR-122 inhibitor project, cell-based, single point, plate reader; activation (reporter increase), % at 12.5 µM; 340,000 compounds, 0.3% hits; Huh7 miR-122 Renilla luciferase sensor, 48 h; neutral wells = 0, positive control = 100; AID 602342, 2012;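 active means mean replicate activation score at least 90 and every replicate individually at or above 90; inconclusive means only one of the two criteria met; inactive means neither criterion met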;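 further: higher luciferase means less miR-122 activity so hits act as miR-122 inhibitors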
# PAX8 inh HTS: inhibitors of PAX8-driven TPO luciferase reporter, primary screen, RMG-I cells, single concentration; SteadyGlo, 24 h; inhibition, % at 12.6 µM; 360,000 compounds, 1.2% hits; AID 652154, 2013;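 active means mean replicate inhibition at least 60% with every replicate also reaching 60%; inconclusive means only one of the two criteria is met; inactive means mean below 60% and not all replicates reaching 60%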;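 further: luciferase light reporting Pax8 driven TPO promoter activity; plate controls were median of neutral control wells for no effect and mitoxantrone controls for full effect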
# INS-1E GSIS act: GLuc luminescence reporter in INS-1E cells, primary screen for activators of glucose-dependent secretion of insulin; 370,000 compounds, 0.61% hits; INS-1E GLuc reporter insulin secretion, 2-3 h; activation, % at 16.6 µM;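 active means lowest replicate activation of at least 40%, so every replicate reaches that level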;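 further: 0% = median of neutral control wells and 100% = median of IBMX positive control wells; some compounds called inactive have numbers as strong as hits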
# FN deposition inh: inhibitors of fibronectin matrix deposition, primary screen, AH1F cells, Alexa488-fibronectin fluorescence, plate reader | AH1F fibroblasts, overnight | inhibition, % at 12.6 µM | 350,000 compounds, 0.086% hits | AID 743247, 2014;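 active means mean inhibition across replicates of 30% or more, regardless of how many single replicates reach that level; inconclusive means mean under 30% yet at least half of replicates reach 30%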;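 further: positive control wells lacked labelled fibronectin entirely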
#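 material = AH1F fibroblast monolayer depositing Alexa488-labelled fibronectin into matrix | amount = 10000 AH1F cells/well | buffer or medium = DMEM plus 2% serum, read in PBS | incubation = 1 h cell adhesion before compound, then overnight fibronectin incubation | detection = fluorescence at 485 nm excitation, 525 nm emission | evaluation = percent inhibition as loss of matrix-bound fibronectin fluorescence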
# DENV2 CPE rescue: inhibitors of DENV2 cytopathic effect, primary screen, cell-based, plate reader, single concentration | DENV2-infected cells, cytopathic effect rescue | CPE inhibition, % at 9.99 µM | 350,000 compounds, 1.7% hits | AID 651640, 2012; in the data active means CPE inhibition above about 20%, passing the limit was not always enough; inconclusive means no clear call, values can overlap the other calls; tested in BHK-21 cells;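 further: 0% = median of neutral control wells and 100% = median of positive control wells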
# EWS-Fli block: EWS/Fli-driven NR0B1 reporter inhibitors, primary screen, A673 cells, NR0B1 luciferase, luminescence, MLPCN library; inhibition, % at 12.6 µM; viability-normalised; 350,000 compounds, 0.67% hits;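 active means mean inhibition of at least 50% after viability correction, with every replicate also passing that limit; inconclusive means mean reaches 50% but only one of two replicates passes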;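 further: firefly luciferase signal divided by Alamar Blue viability fluorescence both relative to DMSO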
# F508del corr: F508del CFTR correction, initial screen, CFBE line, single point; CFBE cells, YFP halide quenching; stimulated with forskolin plus potentiator P3; % fluorescence drop versus neutral controls; activity (quench increase), % at 7.58 µM; 350,000 compounds, 0.36% hits;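 active means mean added fluorescence quench of at least 8% versus neutral control, with both replicates also reaching 8%; inconclusive means only one of the mean or replicate conditions met; inactive means mean below 8% and not both replicates reaching 8%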;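 further: cells transiently co-express mutant CFTR-F508del with the halide-sensitive YFP; corrector assay measuring rescue of mutant channel to the surface after 24 h compound exposure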
# * hit, by the source's call; ? = inconclusive; / = not tested or not shown; & = joins results of further samples; [ ] = remark or other dose.
SMILES,miR-122 sensor,PAX8 inh HTS,INS-1E GSIS act,FN deposition inh,DENV2 CPE rescue,EWS-Fli block,F508del corr
COc1ccc(-n2c(=O)c3ccccc3n(CC(=O)Nc3cccc(OC)c3)c2=O)cc1,/,5,-11,6,-9,-2,-0.1
C[C@@H]1CCCCO[C@@H](CN(C)C)[C@@H](C)CN([C@H](C)CO)C(=O)c2cc(NS(=O)(=O)c3ccc(Cl)cc3)ccc2O1,1[16.7 µM],-33,1,-2,/,-5,0.3
CCC(=O)O/N=C(\N)c1ccc(Oc2cc(C)c(Cl)c(C)c2)c([N+](=O)[O-])c1,/,2,/,-8,-3,14,0.9
CCC(=O)N(Cc1cc2cc(OC)ccc2[nH]c1=O)c1ccc(C)cc1,-1,14,3,-3,-1,9,0.9
CCC(=O)N[C@@H]1CC[C@@H](CCNS(=O)(=O)c2ccc(Cl)cc2)O[C@H]1CO,/,-10,17,/,-4,-51,0.3
O=C(C[C@H]1CC[C@H](NC(=O)Nc2ccccc2)[C@H](CO)O1)NCc1ccccn1,/,-5,18,/,8,-7,-2.0
Cc1cc(C)c(C(N)=O)c(Nc2ccc(F)cc2)n1,25,14,-5,-7,0,12,0.5
CC(C)N1CC(O)=C(c2ccccc2)C1=N,/,/,17,/,12,4,1.1
Cc1sc2ncn(CC(=O)Nc3cccc(S(N)(=O)=O)c3)c(=O)c2c1-c1ccccc1,6,-22,-8,-8,0,-10,0.6
CO[C@@H]1CN(C)C(=O)c2cc(NS(=O)(=O)c3ccccc3)ccc2OC[C@H](C)N(Cc2cccnc2)C[C@@H]1C,/,-1,-2,1,1,5,0.9
CCc1ccc(N2Cc3ccccc3C2)cc1,/,-94,2,-3,6,-93,0.5
C=CCOC(=O)C1=C[C@@H](c2coc3ccccc3c2=O)[C@H](CCCO)[C@@H](OCC)O1,-7,6,23,3,-8,9,0.2
O=C(C[C@H]1C[C@H]2c3cc(NC(=O)Nc4ccccc4)ccc3O[C@H]2[C@H](CO)O1)NC1CCCCC1,1[16.7 µM],-2,2,-7,10,-4,-1.0
COc1ccc(-n2nnnc2SCC(=O)NCc2cccs2)cc1,-1,3,12,-11,7,-3,0.7
O=C(O)CCNc1nc(C(F)(F)F)nc2ccccc12,-3,-17,1,-8,-9,2,-1.6
COc1cccc(-c2noc(CCC(=O)N3CCN(c4cc(C)ccc4C)CC3)n2)c1,-1,3,20,-4,8,-20,1.8
O=C(CN1C(=O)c2ccccc2S1(=O)=O)NCc1c(F)cccc1F,2,/,-17,-6,?,-5,-3.1
Cc1c(Cl)c([N+](=O)[O-])nn1CCCC(=O)Nc1c(C)n(C)n(-c2ccccc2)c1=O,-3,5,0,1,4,1,-1.2
COc1ccc(C(=O)N(C)Cc2ccc(OC)c(OC)c2OC)cc1S(=O)(=O)N1CCOCC1,8,-6,-3,12,-5,-2,1.5
Cc1ccc(S(=O)(=O)C2(C(=O)NC3CCCCC3C)CC2)cc1 (stereo not drawn),-3,7,6,-5,-6,-5,0.6
C[C@@H]1CCCCO[C@H](CN(C)C(=O)c2ccccc2)[C@@H](C)CN([C@H](C)CO)C(=O)c2cc(N(C)C)ccc2O1,-6[16.7 µM],-5,2,/,0,-3,1.8
COc1ccc(S(=O)(=O)N(C)C[C@@H]2OCc3cnnn3CCCC(=O)N([C@H](C)CO)C[C@@H]2C)cc1,-6,-14&1&-12,5&2,1&-8,13&5,-5&6&-2,0.7&0.6&2.0
COCCn1c(SCC(=O)Nc2cc(C(C)(C)C)nn2-c2ccccc2)nc2ccccc2c1=O,/,45,/,4,2,13,-1.2
S=C(NCC1CCCO1)NC1CCCC1 (stereo not drawn),/,-8,-2,/,1,2,/
CO[C@H]1CN(C)C(=O)c2ccc(NC(=O)C3CCCC3)cc2OC[C@H](C)N(C)C[C@H]1C,5[16.7 µM],2,-1,1,-3,-14,-0.9
COC(=O)C1=C(C)N(Cc2cccc(C(F)(F)F)c2)C(=NCc2cc(OC)c(OC)c(OC)c2)NC1CCc1ccccc1 (stereo not drawn),/,-9,-32,-7,17,6,-0.9
C/C(=N\NC(=O)CSc1nnc(C)s1)c1ccc(Cl)cc1,-5,2,5,8,/,/,/
Cc1ccc(S(=O)(=O)NCCC(=O)N2CCN(S(=O)(=O)c3cccc(F)c3)CC2)cc1C,-6,7,-12,-3,-5,4,-0.6
O=C(CCS(=O)(=O)c1ccccc1)Nc1nc2cc3c(cc2s1)OCCO3,-9,-29,0,6,-1,-36,3.2
CCN(c1ccccc1)S(=O)(=O)c1cc(NC(=O)C2CC2)ccc1Cl,11,6,0,-2,0,-10,-0.7
COc1ccccc1CNC(=O)C[C@@H]1CC[C@@H]2[C@H](COC[C@@H](O)CN2C(=O)Nc2ccc(C(F)(F)F)cc2)O1,-7[16.7 µM],59,1,2,-2,9,4.6
CC1(C)Cc2cccc(OCC(=O)OCC(=O)NCc3ccccc3)c2O1,/,-3,6,1,-1,-3,0.6
COC(=O)C1(C)CN(S(=O)(=O)c2ccc(C)cc2)c2cc(OC)ccc2C1=O (stereo not drawn),/,-6,4,/,/,0,/
CC(C)[C@H]1C=C(C(=O)NCc2ccccc2)O[C@@H](OCc2ccc(CO)cc2)C1,/,-3,/,/,-5,9,0.1
COc1cc(F)ccc1-c1cc(C(=O)NCc2cccc(Cl)c2)[nH]n1,-10,-4,-6,0,-3,-2,-0.1
Cc1ccc(S(=O)(=O)N(C)C[C@@H]2OCCCC[C@@H](C)Oc3ccc(NS(=O)(=O)c4ccc(F)cc4)cc3C(=O)N([C@@H](C)CO)C[C@@H]2C)cc1,9[16.7 µM],52,-1,-3,-2,-6,4.0
C[C@@H]1CN([C@@H](C)CO)C(=O)CCCn2cc(nn2)CO[C@@H]1CN(C)CC1CCCCC1,11[16.7 µM],-18,1,-3,4,-2,0.6
CCCCNc1c(-c2ccccn2)nc2nc(C)cc(C)n12,/,-3,8,2,-17,8,7.3
CCOc1ccc(NC(=O)N2CCCC2C(=O)NCc2ccco2)cc1 (stereo not drawn),-6,-8,3,-2,-6,1,1.7
C[C@@H]1CCCCO[C@H](CN(C)S(=O)(=O)c2ccccc2)[C@H](C)CN([C@H](C)CO)C(=O)c2cc(NS(=O)(=O)c3ccccc3)ccc2O1,-6[16.7 µM],32,-29,-7,10,13,1.9
CCN(CC)CC1(O)CCN(C(=O)c2ccc(Cl)c(Cl)c2)CC1,/,18,-3,9,-2,5,-0.3
CCCCN1CC(N2CCCCC2)CS1(=O)=O (stereo not drawn),-4,-16,6,5,-2,-14,0.1
COc1ccc(CCC(=O)Nc2ccc(C(=O)c3ccncc3)cc2)cc1,-5,2,23,-6,3,2,-1.8
O=C(c1ccc(Cn2cc([N+](=O)[O-])cn2)o1)N1CCCCCC1,0,3,6,-1,5,-1,1.6
COc1ccc(NC(=O)Nc2ccc3c(c2)[C@@H]2C[C@@H](CC(=O)NCC4CC4)O[C@@H](CO)[C@@H]2O3)cc1,0[16.7 µM],5,4,-33,16,-10,3.6
C[C@H](CO)N1C[C@H](C)[C@@H](CN(C)C(=O)Cc2ccccc2)OCCCC[C@H](C)Oc2ccc(NC(=O)Nc3ccc(F)cc3)cc2C1=O,-3[16.7 µM],-4,-5,/,1,11,-0.2
O=C(Nc1cccc(F)c1)c1ccc(-n2cncn2)c2ccoc12,3,-131,2,0,3,-30,-1.4
O=C(NC1CCCC1)C(c1ccccn1)N(C(=O)c1csnn1)c1ccccc1Br (stereo not drawn),/,0,2,-2,-2,12,-1.3
CSc1ccc(CNc2cccc3ccccc23)cc1,-1,/,-61,/,-1,-19,?
C[C@H](CO)N1C[C@H](C)[C@@H](CN(C)S(=O)(=O)c2cccs2)Oc2ccc(NC(=O)Cc3cn(C)c4ccccc34)cc2CC1=O,-7[16.7 µM],24,0,8,2,3,-1.3
CNC[C@H]1Oc2ccc(NC(=O)C3CC3)cc2C(=O)N([C@H](C)CO)C[C@H]1C,3[16.7 µM],0,15,/,5,-7,-0.1
CCC(=O)N(Cc1ccco1)c1nc(C(=O)Nc2ccc(Cl)cc2)c(C)s1,/,10,-4,6,4,-8,6.4
COc1ccc(NS(=O)(=O)c2ccc3c(c2)NC(=O)CC(=O)N3)cc1OC,1,1,12,0,-2,/,1.0
COc1cc(CCC(=O)NCc2ccc(F)cc2)cc(OC)c1OC,8,29,8,0,0,-12,-2.1
C=CCNC(=O)c1ccc2c(=O)n(CCCN3CCCC3=O)c(=S)[nH]c2c1,-10,-7,10,-2,0,-1,-2.6
COc1ccc(Br)cc1CN(C)C(=O)c1ccccc1OCc1c(C)noc1C,4,3,-15,14,-14,12,0.7
Cc1ccc(C)c(S(=O)(=O)N2CCCCC2CCNC(=O)C(=O)NCc2ccco2)c1 (stereo not drawn),4,20,-4,6,1,27,0.7
CC(C)(C)C(=O)OCc1nc(-c2ccc(C(F)(F)F)cc2)cs1,/,-49,5,-8,1,-39,-1.2
Cc1ccc(S(=O)(=O)N2CCN(Cc3ccccc3)CC2)c(C)c1N(C)S(=O)(=O)c1ccccc1,/,3,8,1,4,-16,/
NC(=O)c1nc[nH]c1C(=O)Nc1cccc(C(F)(F)F)c1,-5,7,17,-11,13,-37,5.4

# Structural class: the entries above with a tert-butyl group.
SMILES,miR-122 sensor,PAX8 inh HTS,INS-1E GSIS act,FN deposition inh,DENV2 CPE rescue,EWS-Fli block,F508del corr
COCCn1c(SCC(=O)Nc2cc(C(C)(C)C)nn2-c2ccccc2)nc2ccccc2c1=O,/,45,/,4,2,13,-1.2
CC(C)(C)C(=O)OCc1nc(-c2ccc(C(F)(F)F)cc2)cs1,/,-49,5,-8,1,-39,-1.2

# Next part:
SMILES,miR-122 sensor,PAX8 inh HTS,INS-1E GSIS act,FN deposition inh,DENV2 CPE rescue,EWS-Fli block,F508del corr
CCCNC(=O)C[C@H]1C[C@@H]2c3cc(NC(=O)CC4CC4)ccc3O[C@@H]2[C@@H](CO)O1,2[16.7 µM],/,-1,-6,-5,5,-0.2
O=C(CSc1nc2[nH]ncc2c(=O)n1-c1ccccc1)NCCc1ccccc1,/,12,4,-6,4,0,1.7
CCOC(=O)Cn1nc(-c2ccccc2)c(-c2ccccc2)nc1=O,9,0,-11,/,1,8,-3.7
COCC(=O)N1CCC2(CC1)CN(Cc1cccc(OC)c1)[C@@H](CO)c1c2c2ccc(OC)cc2n1C,/,/,-12,/,?,10,-1.6
Cc1cc(C)nc(NS(=O)(=O)c2ccc(NC(=S)NC(=O)CC(C)C)cc2)n1,-25,8,/,12,/,/,/
C[C@@H]1CN([C@H](C)CO)C(=O)c2cccc(NC(=O)C3CCCCC3)c2O[C@@H]1CN(C)Cc1ccc2c(c1)OCO2,5[16.7 µM],-5,-9,/,-1,1,-1.1
CO[C@@H]1CN(C)C(=O)c2ccc(NC(C)=O)cc2OC[C@@H](C)N(Cc2nccs2)C[C@H]1C,-10[16.7 µM],/,-5,4,-6,1,0.0
C#CCNC(=O)C1=C[C@H](c2cn(C(C)=O)c3ccccc23)[C@@H](CCCO)[C@H](OCC)O1,4,12,6,2,?,5,3.3
COc1ccc2c3c(n(C)c2c1)[C@H](CO)N(C(=O)C1CCCC1)CC31CN(Cc2cccc(F)c2)C1,/,15,-10,/,15,-6,1.2
C[C@@H]1CN([C@H](C)CO)S(=O)(=O)c2ccc(C3=CCCC3)cc2O[C@@H]1CN(C)C,4[16.7 µM],/,16,3,?,-9,0.5

# No enrichment for hits. About 3.9% of those tested had a hit in this group.
